Screening data: PubChem, National Center for Advancing Translational Sciences (NCATS)
N370S GC = qHTS Assay for Inhibitors and Activators of N370S glucocerebrosidase as a Potential Chaperone Treatment of Gaucher Disease. Lysosomal acid glucosylceramidase (Homo sapiens), P04062. AID 2101, 2009. 0.092% of 330,000 active. N370S GC spleen homogenate, 4MU-glucoside fluorescence. Potency, µM (series often up to 59.4 µM), inactives show at the top dose activity change, negative = inhibition, hits mostly inhibitors;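 also: 0% = full enzyme activity and -100% = no enzyme basal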
KAT2A inh = qHTS Assay for Inhibitors of GCN5L2; Potency, µM (doses to about 58.9 µM), for the others: at the top dose activity change, negative = inhibition, actives largely listed as inhibitors; GCN5L2 HAT assay, ThioGlo1 CoA-SH fluorescence; 0.21% of 390,000 active
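Titration-based screen in which CoA formation is detected via maleimide probe ThioGlo1 (50uM) turning fluorescent on thiol reaction; substrates H3(1-25) 75uM and acetyl-CoA 70uM, GCN5L2 20nM, 20 min incubation at room temperature.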
FEN1 inhibitor = qHTS Assay for the Inhibitors of Human Flap endonuclease 1 (FEN1); P39748; Recombinant FEN1 flap cleavage, fluorescence, 15 min; Potency, µM (highest dose often 114 µM), without a hit: at the top dose activity change, negative = inhibition, hits mostly inhibitors; 0.35% of 390,000 active; AID 588795, 2011; also: nearly all actives have a fitted effect of over 65% in size
Target sequence (P39748 whole entry, looked up): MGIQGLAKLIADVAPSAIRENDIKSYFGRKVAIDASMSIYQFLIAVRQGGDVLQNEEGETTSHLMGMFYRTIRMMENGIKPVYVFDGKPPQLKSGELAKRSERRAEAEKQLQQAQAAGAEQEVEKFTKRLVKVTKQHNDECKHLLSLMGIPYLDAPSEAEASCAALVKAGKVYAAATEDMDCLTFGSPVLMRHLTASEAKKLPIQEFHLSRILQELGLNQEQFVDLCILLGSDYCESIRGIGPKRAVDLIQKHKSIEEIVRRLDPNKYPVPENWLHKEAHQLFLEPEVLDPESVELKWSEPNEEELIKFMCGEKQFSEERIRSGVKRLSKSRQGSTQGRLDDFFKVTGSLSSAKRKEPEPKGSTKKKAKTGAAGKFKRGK
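Read-out was taken twice, immediately and after 15 min, following addition of 50 nM substrate to 10 nM FEN1 that had sat with test compound for 15 min at room temperature. Curves came from a four-parameter Hill model.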
* = called active by the depositor; ? = inconclusive; / = no result given; & = joins results of further samples; [ ] = dose if it differs, or a comment. Calls follow the shape of the dose curve; as a rule, active = well fitted curve in the direction sought with a large enough effect; inconclusive = small, poorly fitted or top-dose-only effect, or another doubt; inactive = no such curve, though single readings can be large; an effect the other way counts as inactive or inconclusive. Unless noted, % is scaled to controls: 0 for no effect and ±100 for the full control effect; potency is read from the fitted curve at half-maximal effect.

A first look:
SMILES	N370S GC	KAT2A inh	FEN1 inhibitor
COc1ccc(NCc2nnc(SCC(=O)c3ccc(OC)cc3)o2)cc1	-6%	3%	5%
COC(=O)/C=C/C(=O)Nc1ccc(O)c(Cl)c1	0%	-4%	-12%
Cc1ccc(CCNC(=O)C2CCC(=O)N2Cc2cccnc2)cc1 (centres undefined)	5%	-3%	0%

This part in full, previewed entries included:
SMILES	N370S GC	KAT2A inh	FEN1 inhibitor
COc1ccc(NCc2nnc(SCC(=O)c3ccc(OC)cc3)o2)cc1	-6%	3%	5%
COC(=O)/C=C/C(=O)Nc1ccc(O)c(Cl)c1	0%	-4%	-12%
Cc1ccc(CCNC(=O)C2CCC(=O)N2Cc2cccnc2)cc1 (centres undefined)	5%	-3%	0%
Cc1ccc(C(=O)NC(=S)Nc2cccc3nsnc23)cc1	9%	-10%	13%
CC(C)[C@H](NC(=O)N1c2ccccc2NC(=O)[C@@H]1C(C)C)C(=O)N[C@H](Cc1ccccc1)C(=O)O	-3%	-1%	6%
O=C(COC(=O)c1ccc(O)cc1O)NC1CCS(=O)(=O)C1 (centres undefined)	-4%	-8%	-5%
CCC1(c2ccccc2)NC(=O)N(CC(=O)NCc2ccccc2OC)C1=O (centres undefined)	1%	-10%	0%
O=C(CSc1nnc(CNC(=O)c2ccccc2)n1-c1cccc(Cl)c1)Nc1ccccc1F	/	0%	0%
CCN(CC(=O)Nc1ccc(Cl)c(S(=O)(=O)N(C)C)c1)Cc1nc2ccccc2c(=O)[nH]1	-1%	1%	4%
CCC(C)(C)C1CCC2(CC1)NC(=O)N(CC(=O)NCCCc1ccccc1)C2=O (centres undefined)	/	-12%	-3%
Cc1ccc(O)c(NC(=O)c2cc(-c3ccc4c(c3)OCO4)on2)c1	/	-6%	-9%
COc1ccc(OCCSc2nc3ccccc3n2CCC(=O)O)cc1	-16%	-15%	17%
Cc1cccc(-c2noc(CN(C(=O)COc3ccc(C(C)C)cc3)C(C)C)n2)c1	/	-9%	-1%
Cc1[nH]c(/C=C2/C(=O)Nc3ccc(S(=O)(=O)Cc4c(Cl)cccc4Cl)cc32)c(C)c1C(=O)N1CCCC1CN1CCCC1 (centres undefined)	-18%	?	/
Cc1ccc(C)c(S(=O)(=O)N2CCN(C(=O)c3ccc4ccccc4n3)CC2)c1	/	-1%	-11%
CS(=O)(=O)N(CC(=O)Nc1ccc2c(c1)OCO2)Cc1ccc(Cl)cc1	-5%	-5%	-2%
COc1cc(/C=C(\C#N)C(=O)Nc2nnc(C(F)(F)F)s2)ccc1OCc1ccc(C(F)(F)F)cc1C(F)(F)F	-2%	7.9µM*	?
C/C=C1\COC(C(=O)NCc2cccc(OC)c2OC)(C(F)(F)F)C=C1C=C1CCCCC1 (centres undefined)	-3%	/	?
O=C1Nc2ccccc2N(O)N1c1ccc(S(=O)(=O)Nc2ccccn2)cc1	-8%	-2%	20%
Cc1noc(C)c1C(=O)N1CCC2(CCCN(C(=O)NC(C)C)C2)CC1	-1%	-7%	/
COC1=C(Nc2ccc(OC)cc2)C(=O)c2ccccc2C1=O	11%	0%	-15%
Cc1ccc(Cn2ccc(C3CC3)n2)cc1	-17%	-6%	-1%
COc1cccc2cc(C(=O)C3=C(O)C(=O)N(c4cc(C)on4)C3c3cccs3)oc12 (centres undefined)	1%	-12%	-25%
CC(=O)Nc1ccc(NC(=O)C(C)OC(=O)C2CC3C=CC2C3)cc1 (centres undefined)	-4%	2%	-2%
COc1ccc(Cn2c(C3CC3)nc3ccc(NC(=O)c4cccnc4)cc3c2=O)cc1	-1%	-2%	-7%
Cc1c(NC(=O)CCSc2ccc(Cl)cc2)c(=O)n(-c2ccccc2)n1C	3%	-5%	0%
COc1ccc(-c2nc3cnc(OC)nc3n(CCC#N)c2=O)cc1	12%	-8%	/
COc1ccc(/C=C2/SC(=S)N(CCC(=O)O)C2=O)cc1	11%	2%	-12%
COc1ccc(CN(CCC(c2ccccc2)C2CCOC(C)(C)C2)C(C)=O)cc1 (centres undefined)	?	0%	1%
CC(=O)c1c(C)[nH]c(C(=O)Nc2ccc(C)cn2)c1C	-15%	-2%	-6%
CC1CN(C(=O)COC(=O)/C=C/c2ccc(C(F)(F)F)cc2)CC(C)O1 (centres undefined)	/	-6%	-2%
Cc1ccc(S(=O)(=O)N2CCCCC2C(=O)O)s1 (centres undefined)	-2%	-2%	12%
COc1ccc(OC)c(-c2c3c([nH]c(=S)c2C#N)CCCC3)c1	-19%	-9%	5%
CCC(C)[C@H](NC(=O)N1CCC(Cc2ccccc2)CC1)C(=O)O (some centres undefined)	-9%	0%	-6%
O=C(Nc1nc(-c2ccccn2)cs1)c1cccc(S(=O)(=O)N2CCOCC2)c1	/	-10%	10%
CCCCOC(=O)CSC1=C(C#N)C(c2ccc3c(c2)OCO3)CC(=O)N1 (centres undefined)	-14%	-4%	14%
O=C(COC(=O)C1CCN(c2ccc(C(F)(F)F)cn2)CC1)c1ccc(F)cc1	9%	-7%	2%
CCOc1ccc(C(=O)Nc2cccc(NC(=O)c3ccc(Cl)cc3Cl)c2)cc1	/	3%	-27%
CCN(CC)c1cc(C)c2cc(NC(=O)c3ccccc3OC)ccc2n1	-17%	-13%&-9%	?
O=C(COC(=O)COc1ccc(Br)cc1)Nc1ccc2c(c1)OCCO2	/	-5%	10%
CCC(Oc1ccccc1)C(=O)NCCCN1CCOCC1 (centres undefined)	-5%	-6%	4%
Cn1cncc1C#Cc1c(C=O)[nH]c2ccccc12	/	-8%	-16%
O=C(Cc1ccccc1)NC(C(=O)O)C(O)c1ccc([N+](=O)[O-])cc1 (centres undefined)	-1%	-6%	-2%
COc1ccc(OCc2cccc(C(=O)Nc3cc(C)on3)c2)cc1	4%	-2%	7%
CC(=O)c1ccccc1N(C(=O)Cn1nnc2ccccc21)C(C(=O)NCC1CCCO1)c1ccc(N2CCOCC2)cc1 (centres undefined)	-19%	-6%	-14%
COc1ccc(OCCOC(=O)c2ccc(-n3cnnn3)cc2)cc1	-1%	-7%[0.501 µM]	4%
COC(=O)Cn1nc(-c2ccccc2)c2ccccc21	12%	2%	-14%
COC(=O)Cc1cccc2c(=O)c3ccccc3oc12	-2%	3%	12%
Cc1ccccc1N1C(=O)c2ccccc2NC1c1ccncc1 (centres undefined)	11%	-4%	6%
C/C(=N\N1CCN(C)CC1)c1ccc(Cl)c(Cl)c1	-2%	8%	-4%
Fc1cc(F)c2nc(N3CCCC3)sc2c1	9%	-5%	7%
COc1ccc(OC)c(CNC(=O)Cn2nc(C)c3c(C)n(-c4ccccc4)nc3c2=O)c1	/	-3%	3%
C=CCN(C(=O)CCC(=O)Nc1cc(C)on1)C(C(=O)NC(C)(C)C)c1ccc(OC)cc1 (centres undefined)	-9%	0%	-7%
COc1ccc(N(CC(=O)NC2CCCCC2)C(=O)c2ccc(C)s2)c(OC)c1	-4%	-3%	-1%
COC(=O)c1c(C)oc2ccc(N(C(=O)c3ccncc3)S(=O)(=O)c3ccccc3)cc12	1%	?	-2%
Cc1cc2oc(C(=O)Nc3ccc(S(=O)(=O)Nc4ncccn4)cc3)c(C)c2cc1Cl	-15%	0%	-5%
Fc1ccc(CSc2ncnc3sc4c(c23)CCCC4)cc1	20%	2%	-1%
CC(=O)NCCNC(=O)[C@H](Cc1ccccc1)NC(=O)c1cccs1	5%	0%	2%
CCOC(=O)C1CCC(CN(Cc2ccc(Cl)cc2)S(=O)(=O)c2ccc(Br)cc2)CC1 (centres undefined)	/	-3%	-11%
COc1ccc(C(=O)CCN2CCN(c3ccccc3F)CC2)cc1	-3%	-8%	15%
Additional results.
SMILES	N370S GC	KAT2A inh	FEN1 inhibitor
COc1ccc(/C=C(/NC(=O)c2ccccc2)C(=O)N2CCCCC2)cc1OC	5%	-12%	10%
CCc1ccccc1NC(=O)CNC(=O)CSC(=S)N1CCCC1	/	-5%	-14%
O=C(/C=C/c1cccc([N+](=O)[O-])c1)OCC1CCCO1 (centres undefined)	-16%	-8%	15%
N#Cc1ccccc1Sc1ccccc1C(=O)NCC(c1ccco1)N1CCCCC1 (centres undefined)	/	1%	-11%
COc1ccc(S(=O)(=O)NCCOc2ccc(Cl)cc2)cc1	/	-4%	-5%
COc1ccc(OC)c(S(=O)(=O)NCC(c2cccs2)S(=O)(=O)c2ccc(F)cc2)c1 (centres undefined)	/	-13%	5%
O=C(Nc1ccccc1Cl)C1CC(=O)N(c2ccccc2)C1 (centres undefined)	2%	-2%	-9%
CCOc1ccc(-n2c(N)c(C(=O)NCc3ccco3)c3nc4ccccc4nc32)cc1	2%	-7%[0.501 µM]	-4%
Cc1nnc(C)n1/N=C/c1ccccc1	9%	-3%	-5%
CCN(CC)S(=O)(=O)N1CCC(C(=O)NCc2ccc3c(c2)OCO3)CC1	-11%	1%	5%
CCC(Sc1nc2ccsc2c(=O)n1Cc1ccc(C(=O)O)cc1)C(=O)Nc1ccc(C)c(Cl)c1 (centres undefined)	-12%	?	?
COc1cccc(-n2c(SCc3c(C)noc3C)nnc2-c2cccc(S(=O)(=O)N(C)C)c2)c1	5%	0%	-13%
O=S(=O)(NCCc1ccccc1)c1ccc(Cl)nc1	3%	0%	13%
COc1ccc(CC(=O)OCC(=O)N2CCCc3ccccc32)cc1OC	0%	3%	1%
O=C(COc1ccccc1F)Nc1ccc2c(c1)OCCO2	0%	2%	0%
CCCCCCC(C)n1cc(C(C)=O)c(=O)n(C)c1=O (centres undefined)	10%	0%	2%
CCOC(=O)C1CCN(C(=O)CN(c2ccc(OC)cc2)S(=O)(=O)c2c(C)noc2C)CC1	5%	-2%	-7%
COc1ccc(/C=N/n2c(SC)nnc(C(C)(C)C)c2=O)cc1OC	3%	-6%	2%
COCCNC(=O)C(c1ccncc1)N(C(=O)c1sc(C)nc1C)c1cccc(C)c1 (centres undefined)	5%	-1%	-14%
CC(CNC(=O)c1ccc(CSc2nc3ccncc3n2Cc2ccccc2)cc1)c1ccccc1 (centres undefined)	/	-7%	11%
Cc1ccc(NC(=O)CN2C(=O)N/C(=C/c3ccc(C)o3)C2=O)cc1	-4%	?	0%
CCCCN(C(=O)C1CC(=O)N(Cc2ccc(C)cc2)C1)c1c(N)n(CC(C)C)c(=O)[nH]c1=O (centres undefined)	-2%	-8%	-2%
COc1ccc(Cl)cc1S(=O)(=O)N(C)CC(=O)N1CCCC1	0%	0%	2%
CCC(CC)C(=O)Nc1cccc(S(=O)(=O)c2cccc(NC(=O)C(CC)CC)c2)c1	11%	0%	-2%
CC(CC1C(C#N)=C(N)SC(N)=C1C#N)c1ccccc1 (centres undefined)	-9%	-4%	-6%
CC(C)CCNC(=O)c1cc2c(=O)n3ccccc3nc2s1	?	-20%	10%
CCN(CC(=O)Nc1ccc(NC(C)=O)cc1)C(=O)c1cc2c(s1)CCCCC2	/	2%	14%
CCN1CCN(Cc2c(O)ccc3c(=O)c(-c4ccccc4OC)coc23)CC1	-4%	-13%	-1%
COc1ccc(/C=N/NC(=O)C(=O)N2CCCC2)cc1	1%	-7%	3%
COc1ccc(C(C)=O)c(O)c1	14%	-9%	/

No new results follow: an excerpt of the list.
SMILES	N370S GC	KAT2A inh	FEN1 inhibitor
CCCCCCC(C)n1cc(C(C)=O)c(=O)n(C)c1=O (centres undefined)	10%	0%	2%
CCOC(=O)C1CCN(C(=O)CN(c2ccc(OC)cc2)S(=O)(=O)c2c(C)noc2C)CC1	5%	-2%	-7%
COc1ccc(/C=N/n2c(SC)nnc(C(C)(C)C)c2=O)cc1OC	3%	-6%	2%
COCCNC(=O)C(c1ccncc1)N(C(=O)c1sc(C)nc1C)c1cccc(C)c1 (centres undefined)	5%	-1%	-14%
CC(CNC(=O)c1ccc(CSc2nc3ccncc3n2Cc2ccccc2)cc1)c1ccccc1 (centres undefined)	/	-7%	11%
Cc1ccc(NC(=O)CN2C(=O)N/C(=C/c3ccc(C)o3)C2=O)cc1	-4%	?	0%
CCCCN(C(=O)C1CC(=O)N(Cc2ccc(C)cc2)C1)c1c(N)n(CC(C)C)c(=O)[nH]c1=O (centres undefined)	-2%	-8%	-2%

Next compounds.
SMILES	N370S GC	KAT2A inh	FEN1 inhibitor
CC(C)(C)c1ccc(C(=O)c2c[nH]c(C(=O)NCc3ccco3)c2)cc1	17%	27%	-4%
O=C(NCC1CCCO1)c1ccccc1NS(=O)(=O)c1cccs1 (centres undefined)	-2%	-6%	-10%
Cc1ccc2c(c1)-c1c(cnc3cc(-c4ccc(F)cc4)nn13)CO2	/	-8%	-4%
CCC(C)NC(=O)C1c2ccccc2Oc2ccccc21 (centres undefined)	8%	-6%	7%
COc1ccc2oc(C(=O)OC(C)C(=O)Nc3ccc(N4CCOCC4)cc3)c(C)c2c1 (centres undefined)	/	-1%	15%
